LAP4 TOR yeast: modulators of TOR pathway LAP4-GFP in S. cerevisiae. S. cerevisiae LAP4-GFP multiplex, flow cytometry GFP, 3 h; median GFP as percent of DMSO wells. 0.34% of 320,000 active. GFP response vs DMSO, % at 10 µM;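 active = GFP response vs DMSO above a set limit, about the screen mean plus 3 SD, cut at about 150% in these data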
VLA-4 inh: inhibition in a human VLA-4 binding assay; VLA-4 expressing cells, ligand binding flow cytometry; inhibition, % (about 7 µM as worked out from the volumes in the protocol); P13612; AID 2557; 0.2% of 330,000 active; in the data active = inhibition above about 50%
CIT2-GFP yeast: modulators of TOR pathway CIT2-GFP in S. cerevisiae; S. cerevisiae CIT2-GFP strain, flow cytometry, 3 h; 100 means same as DMSO wells; GFP response vs DMSO, % at 10 µM; 0.065% of 320,000 active;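 active = GFP response relative to DMSO above a set limit, near the screen mean plus 3 SD, cut at about 150% in these data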;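 also: ratio of well median GFP fluorescence to mean of DMSO wells on the plate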
GRK2 inh: inhibitors of human GRK2 displacing RNA aptamer; bead flow cytometry, FAM-aptamer displacement from GRK2; inhibition of aptamer binding, % at 10 µM; 0.59% of 330,000 active; AID 488847;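 active = inhibition of aptamer binding above 40%, roughly 3 SD of noise, on plates passing a quality check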;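 also: median bead fluorescence of bound FAM aptamer so fluorescent compounds give negative values; no value below 0 was filed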
Target sequence (P25098 whole entry, looked up): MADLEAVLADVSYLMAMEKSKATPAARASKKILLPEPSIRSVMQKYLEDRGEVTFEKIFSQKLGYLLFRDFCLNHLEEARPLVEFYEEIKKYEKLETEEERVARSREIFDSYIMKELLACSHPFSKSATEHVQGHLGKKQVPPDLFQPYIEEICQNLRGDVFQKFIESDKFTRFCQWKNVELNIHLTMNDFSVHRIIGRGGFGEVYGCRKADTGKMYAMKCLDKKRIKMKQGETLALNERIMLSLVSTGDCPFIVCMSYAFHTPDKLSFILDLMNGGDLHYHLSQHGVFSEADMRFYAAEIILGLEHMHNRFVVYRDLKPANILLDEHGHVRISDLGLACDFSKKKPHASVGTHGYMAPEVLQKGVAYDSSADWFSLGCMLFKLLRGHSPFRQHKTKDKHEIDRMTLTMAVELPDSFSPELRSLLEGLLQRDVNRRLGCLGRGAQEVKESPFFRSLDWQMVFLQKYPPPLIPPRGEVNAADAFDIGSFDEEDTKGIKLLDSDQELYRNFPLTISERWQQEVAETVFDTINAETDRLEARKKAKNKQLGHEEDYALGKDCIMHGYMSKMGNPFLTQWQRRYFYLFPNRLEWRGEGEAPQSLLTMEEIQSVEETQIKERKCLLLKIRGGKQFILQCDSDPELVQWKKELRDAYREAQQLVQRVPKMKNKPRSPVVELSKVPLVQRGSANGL
MEP2-GFP yeast: alters MEP2-GFP fluorescence in TOR pathway yeast screen; GFP response vs DMSO, % at 10 µM; 0.51% of 330,000 active; S. cerevisiae MEP2-GFP strain, flow cytometry GFP, 3 h; 100% = DMSO control level;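 active = GFP response versus DMSO above a set limit, roughly screen mean plus 3 SD, cut at about 180% in these data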;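 also: median GFP fluorescence of the barcode-gated MEP2-GFP cells per well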
Yeast superoxide: yeast age-related superoxide inhibition as caloric restriction mimetic. S. cerevisiae aged cells, superoxide DHE fluorescence; stronger effect = lower value. superoxide response (% of plate mean), % at 10 µM. 0.18% of 330,000 active. AID 2690;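 active = superoxide response under a set limit, about three screen SD below normal, cut at about 65% in these data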;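 also: yeast aged for seven days with compound at 30 °C before DHE staining; 100% = average MFI of all compound-treated wells on the plate with controls excluded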
RPL19A TOR yeast: yeast TOR pathway RPL19A-GFP modulation; percent response vs DMSO, % at 10 µM; AID 2025; S. cerevisiae RPL19A-GFP strain, flow cytometry, 3 h; stronger effect = lower value; 0.3% of 330,000 active;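 active = percent response vs DMSO below 50%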;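 also: median channel GFP fluorescence of the barcoded RPL19A-GFP strain; ratio of sample median GFP to plate DMSO average so 100% = DMSO; lower means less RPL19A-GFP as with rapamycin TOR inhibition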
AGP1 TOR yeast: yeast TOR pathway AGP1-GFP modulation; S. cerevisiae AGP1-GFP multiplex flow cytometry, 3 h; GFP as percent of DMSO wells; GFP response vs DMSO, % at 10 µM; 0.02% of 320,000 active; AID 2066;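 active = GFP response relative to DMSO above a set limit, near screen average plus 3 SD, cut at about 150% in these data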;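 also: median GFP channel fluorescence of the gated AGP1 strain per well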
Numbers without * were called inactive; . = no result given. The order is random, and some 1.7% of all compounds hit somewhere here.

canonical_smiles	LAP4 TOR yeast	VLA-4 inh	CIT2-GFP yeast	GRK2 inh	MEP2-GFP yeast	Yeast superoxide	RPL19A TOR yeast	AGP1 TOR yeast
COC(=O)c1ccc(Nc2nc3ccc(C)cc3n3cnnc23)cc1	109	-10	108	2	137	96	111	101
CCN(C(=O)COC(=O)/C=C/c1ccco1)c1c(N)n(Cc2ccccc2)c(=O)[nH]c1=O	102	13	93	15	103	76	102	106
Nc1nnc(SCC(=O)NCc2ccc3c(c2)OCO3)s1	97	13	92	3	97	92	96	95
O=C(Nc1ccccn1)c1ccc(Cl)c(S(=O)(=O)N2CCCC2)c1	112	11	98	1	103	103	106	110
CNCc1sccc1C	102	3	102	1	99	101	104	104
Cc1nc(NS(=O)(=O)c2ccccc2)sc1C(=O)N/N=C/c1ccccc1	103	2	94	6	101	96	97	97
CC(=O)c1ccc(N2CCN(CC(O)COCc3ccco3)CC2)cc1 (stereo not drawn)	92	6	103	0	102	101	99	94
CCn1c(C)cc(/C=C2/SC(=O)N(C(C)C(=O)OC)C2=O)c1C (stereo not drawn)	109	1	95	0	99	97	96	103
CCC(C)N(C(=O)C(F)(F)F)C(C(=O)NC1CCCCC1)c1ccncc1 (stereo not drawn)	103	12	98	2	113	83	98	100
CC1CCCCN1CCNC(=O)c1cc2c(-c3ccccc3F)nn(C)c2s1 (stereo not drawn)	102	-20	105	0	101	95	99	102
COc1ccc(-c2cn[nH]c2N)cc1	101	8	101	63*	105	106	99	103
CCOC(=O)C1CCN(S(=O)(=O)c2ccc(C)c(C(=O)NC3CCCCC3)c2)CC1	96	-2	107	3	101	108	102	97

The list continues:
canonical_smiles	LAP4 TOR yeast	VLA-4 inh	CIT2-GFP yeast	GRK2 inh	MEP2-GFP yeast	Yeast superoxide	RPL19A TOR yeast	AGP1 TOR yeast
COc1ccccc1NC(=O)c1cc(C)oc1C	106	14	84	0	110	98	91	90
COc1ccc(OC)c(N(CC(=O)NN=C2CCN(C)CC2)S(=O)(=O)c2ccccc2)c1	88	18	100	0	97	110	98	98
CCCCn1c(N)c(N(CC(C)C)C(=O)c2ccncc2)c(=O)[nH]c1=O	108	5	96	0	98	103	95	104
Cc1cc(C)nc(SC2CC(=O)N(c3ccc(Br)cc3)C2=O)n1 (stereo not drawn)	104	6	95	0	102	103	101	104
COc1ccc(-c2cc(C(=O)NCc3cccnc3)no2)cc1	113	7	97	0	103	108	99	94
CC(=O)Nc1ccc(S(=O)(=O)Nc2cc(C)c(-n3nc4ccccc4n3)cc2O)cc1	94	21	97	0	105	116	98	97
CCOC(=O)N1CCN(CC(O)COCc2cc(OC)c(OC)c(OC)c2)CC1 (stereo not drawn)	93	3	105	10	99	99	103	101
Cc1ccc(S(=O)(=O)N(C)c2c(C)ccc(S(=O)(=O)N3CCN(C)CC3)c2C)cc1	123	11	103	0	105	86	110	118
C#CCOCCOCCOCCNc1nc(N2CCN(C(=O)C([C@@H](C)CC)n3cc(C(N)CC(C)C)nn3)CC2)nc(N2CCN(C(=O)[C@H](CCC(=O)O)n3cc(C(N)[C@H](C)CC)nn3)CC2)n1 (stereo partly drawn)	104	7	96	0	88	98	102	95
COc1ccc([N+](=O)[O-])c(OC)c1C(=O)NC(=O)Nc1c(F)c(F)c(F)c(F)c1F	93	6	100	0	99	108	103	94
O=C(CNC(=O)c1ccc(F)cc1)c1ccc(Cl)cc1	123	3	96	0	99	106	94	96
CC(=O)Nc1ccc(OC(=O)c2cc3ccccc3oc2=O)cc1	99	2	108	0	103	106	103	104

Later entries
canonical_smiles	LAP4 TOR yeast	VLA-4 inh	CIT2-GFP yeast	GRK2 inh	MEP2-GFP yeast	Yeast superoxide	RPL19A TOR yeast	AGP1 TOR yeast
Cc1cc2c(cc1S(=O)(=O)Nc1cccc(F)c1C)NC(=O)CO2	103	0	89	0	94	112	95	103
Cn1ccc(C(=O)N/N=C/c2ccccc2[N+](=O)[O-])n1	105	-12	91	3	99	94	94	93
COc1ccc(Cl)cc1NC(=O)CSc1nncn1-c1cccnc1	107	-4	112	1	105	101	104	104
COC(=O)c1ccc(CSc2nc3ccc(C)cc3[nH]2)o1	106	0	104	1	104	106	99	98
CC1=C(C(=O)OC(C)C)C(c2cccc(F)c2)N2C(=O)C(C)SC2=N1 (stereo not drawn)	94	15	92	5	93	97	95	94
COc1ccccc1NC(=O)C1C2C=CC(O2)C1C(=O)O (stereo not drawn)	104	6	109	0	107	101	103	104
Cc1cccc(CN2CCC(Oc3ccc(C(=O)N4CCCC4)cc3)CC2)n1	95	-7	98	2	105	106	100	100
CCOC(=O)C1CCN(C(=O)CS(=O)(=O)Cc2nc(-c3ccccc3Cl)oc2C)CC1	96	3	103	11	97	97	97	94
COc1cccc(NC(=O)CSc2nnc(NC(=O)C3CCC3)s2)c1	95	-7	104	1	107	103	109	101
CCCC(=O)Nc1nc2ccc(C(=O)OCC)cc2s1	113	10	103	0	102	100	97	98
Fc1ccc(CN2CCCCCCC2)cc1	107	5	103	0	103	83	102	101
O=c1[nH]ncn1-c1ccccc1C(F)(F)F	91	-1	104	6	103	95	103	105

Next part
canonical_smiles	LAP4 TOR yeast	VLA-4 inh	CIT2-GFP yeast	GRK2 inh	MEP2-GFP yeast	Yeast superoxide	RPL19A TOR yeast	AGP1 TOR yeast
CCN(C(=O)CSc1nnnn1-c1ccccc1OC)C1CCS(=O)(=O)C1 (stereo not drawn)	107	-1	109	0	105	104	102	110
COc1ccc(Nc2nc(N)nc(CCl)n2)cc1	119	5	101	0	94	89	98	108
O=C(COc1ccccc1Cl)Nc1cc(NC(=O)COc2ccccc2Cl)cc(C(=O)O)c1	107	-3	108	5	121	97	108	108
COc1ccc(-n2nnc3c(=O)n(CC(=O)Nc4cc(C)on4)cnc32)cc1	100	13	106	0	111	95	107	109
C[C@H](CO)N1C[C@H](C)[C@@H](CN(C)S(C)(=O)=O)Oc2ccc(NC(=O)Nc3ccccc3)cc2C1=O	89	12	94	0	92	78	95	98
Cc1ccnc(NC(=O)Cn2ccc([N+](=O)[O-])n2)c1	96	-7	105	0	103	102	105	100
CCOC(=O)c1csc(N/N=C2\CCc3ccccc32)n1	88	-2	99	2	102	110	98	91
O=C(Cc1ccccc1)Nc1nonc1NC(=O)c1ccccc1	106	9	100	1	102	90	102	100
O=C(CCNC(=O)c1ccccc1Cl)Nc1ccc(Cl)c(C(F)(F)F)c1	104	18	100	0	112	111	104	98
COc1ccccc1NC(=O)/C=C\c1ccco1	95	8	100	5	102	105	103	94
O=C(O)CC1C(=O)NCCN1CCCc1ccccc1 (stereo not drawn)	98	-2	103	0	111	94	104	105
O=C(c1ccccc1NS(=O)(=O)c1ccccc1[N+](=O)[O-])N1CCOCC1	101	13	107	0	114	108	105	101

Further entries:
canonical_smiles	LAP4 TOR yeast	VLA-4 inh	CIT2-GFP yeast	GRK2 inh	MEP2-GFP yeast	Yeast superoxide	RPL19A TOR yeast	AGP1 TOR yeast
CCCCc1c(O)nc2sc3cc(OC)ccc3n2c1=O	93	-8	97	1	95	92	94	94
O=C(Cc1cccs1)Nc1nnc(Cc2ccccc2)s1	98	3	104	12	92	92	97	111
CC(Cl)C(=O)Nc1ncc(C(F)(F)F)cc1Cl (stereo not drawn)	99	-3	105	52*	103	107	101	107
CC(C)n1cc(C(=O)c2ccccc2O)cc(C#N)c1=O	116	7	125	1	118	101	97	97
COc1ccc(NC(=S)Nc2cc(C(F)(F)F)ccc2F)cc1	107	8	79	1	89	91	92	90
COc1cccc2cc(C(=O)N3CCCCCCC3)c(=O)oc12	96	-5	99	2	104	105	102	94
Cc1cc(=O)[nH]c(N/N=C/c2ccc([N+](=O)[O-])cc2)n1	93	13	102	1	103	113	102	100
CCOC(=O)N1CCN(C(=O)CN2C(=O)NC(C)(c3ccc4ccccc4c3)C2=O)CC1 (stereo not drawn)	99	3	98	7	98	89	100	102
CCCCN(CCCC)CC(O)CN1C(=O)NC(C)(C)C1=O (stereo not drawn)	97	2	110	0	102	109	97	102
CCCn1c(N)c(N(CCOC)C(=O)c2ccc(F)cc2F)c(=O)[nH]c1=O	96	4	99	5	103	120	97	98
CC1CCN(C(=O)c2ccc(S(=O)(=O)N(C)C)cc2)C(C)C1 (stereo not drawn)	104	-4	112	0	110	107	.	110
O=c1ccn(Cc2ccc(F)cc2)c2ccnc(C(F)(F)F)c12	88	4	90	0	98	85	98	97

Profiles, looked up by structure. Order of values: LAP4 TOR yeast, VLA-4 inh, CIT2-GFP yeast, GRK2 inh, MEP2-GFP yeast, Yeast superoxide, RPL19A TOR yeast, AGP1 TOR yeast
Record of `Cc1cc(=O)[nH]c(N/N=C/c2ccc([N+](=O)[O-])cc2)n1` : 93, 13, 102, 1, 103, 113, 102, 100
Record of `O=C(Cc1cccs1)Nc1nnc(Cc2ccccc2)s1` : 98, 3, 104, 12, 92, 92, 97, 111

Further compounds
canonical_smiles	LAP4 TOR yeast	VLA-4 inh	CIT2-GFP yeast	GRK2 inh	MEP2-GFP yeast	Yeast superoxide	RPL19A TOR yeast	AGP1 TOR yeast
COc1ccccc1OCCC(=O)O	100	-4	101	3	98	94	102	105
CN(C)c1ccc(NC(=O)CCN2C(=O)c3cccc([N+](=O)[O-])c3C2=O)cc1	102	4	98	3	102	123	98	99
C#CCn1c(=NC(=O)CN2C(=O)CCC2=O)sc2cc(S(N)(=O)=O)ccc21	102	8	106	2	111	99	107	113
CCn1c(SCc2nc3ccccc3[nH]2)nnc1-c1cccnc1	102	-6	91	2	101	120	96	100
CCNC(=S)Nc1sc2c(c1C#N)CCC(C)C2 (stereo not drawn)	117	6	100	0	103	101	100	110
C/C(=N/NC(=O)CN1CCN(S(=O)(=O)c2ccc(C)cc2)CC1)c1ccco1	102	12	100	1	93	93	95	94
COc1ccc(S(=O)(=O)NCCc2cn3nc(C)c(C)nc3n2)cc1C	92	-10	110	0	95	95	99	99
O=C(c1cc2cc(Br)ccc2oc1=O)N1CCCC1	101	7	92	0	100	124	96	.
CCOc1ccccc1NC(=O)c1ccc(S(=O)(=O)N2CCCCC2)cc1	105	2	100	2	110	115	99	94
O=C(Nc1ccc(-n2cnnn2)cc1)C1CCCN1C(=O)NC1CCCCC1 (stereo not drawn)	100	2	96	3	102	113	99	100

Compound activity (PubChem)
